Yeast superoxide: caloric restriction mimetics inhibiting age-related superoxide in yeast; S. cerevisiae aged cells, superoxide DHE fluorescence; hits give low values; superoxide response (% of plate mean), % at 10 µM; hit rate 0.18% among 330,000; AID 2690;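 active means superoxide response under a set limit, about three screen SD below normal, cut at about 65% in these data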;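 further: yeast aged for seven days with compound at 30 °C before DHE staining; 100% = average MFI of all compound-treated wells on the plate with controls excluded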
proCasp3 act: activates human procaspase-3; P42574; recombinant procaspase-3 D3A, Ac-DEVD-pNA absorbance 405 nm; activation, % at 8.5 µM; hit rate 0.11% among 330,000; AID 463141;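 active means activation above the mean of all tested compounds plus 3 SD, cut at about 21% in these data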;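 further: 0% = DMSO alone and 100% = DMSO wells spiked with extra 5 µM PC-3 D3A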
Target sequence (P42574 whole entry D9A/D28A/D175A): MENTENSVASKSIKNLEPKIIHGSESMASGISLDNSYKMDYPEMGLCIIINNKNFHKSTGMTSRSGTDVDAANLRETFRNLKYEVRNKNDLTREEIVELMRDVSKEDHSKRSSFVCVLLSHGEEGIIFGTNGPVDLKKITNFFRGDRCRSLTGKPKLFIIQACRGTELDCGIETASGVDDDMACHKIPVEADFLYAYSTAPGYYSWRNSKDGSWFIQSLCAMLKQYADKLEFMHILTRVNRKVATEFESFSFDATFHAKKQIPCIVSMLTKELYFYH
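Assay system: Procaspase-3 D3A mutant, all three cleavage aspartates alanine. Buffer or medium: Zinc-free HEPES saline buffer with Triton X-100. Times: 1 h compound preincubation, 2 h substrate hydrolysis at 25 °C. Measured by: 405 nm absorbance of p-nitroaniline, reads at 0 and 120 min. Read-out basis: percent activation relative to control range. Replicates: singlicate.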
GASC-1 inh: blocks human GASC-1 demethylase activity; Q9H3R0; GST-JMJD2C(1-420) H3K9me3 demethylation, DELFIA europium; inhibition, % at 2.35 µM; hit rate 0.069% among 330,000; AID 2099;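 active means more than half of a compound's replicate wells show inhibition beyond 50%, single wells judged on their own value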;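 further: signal counts dimethyl H3K9 product captured on neutravidin plate; 0% = median of DMSO wells and 100% = 0.3 times that DMSO median; strong numbers were not always called active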
Target sequence (Q9H3R0 1-420 limits assumed): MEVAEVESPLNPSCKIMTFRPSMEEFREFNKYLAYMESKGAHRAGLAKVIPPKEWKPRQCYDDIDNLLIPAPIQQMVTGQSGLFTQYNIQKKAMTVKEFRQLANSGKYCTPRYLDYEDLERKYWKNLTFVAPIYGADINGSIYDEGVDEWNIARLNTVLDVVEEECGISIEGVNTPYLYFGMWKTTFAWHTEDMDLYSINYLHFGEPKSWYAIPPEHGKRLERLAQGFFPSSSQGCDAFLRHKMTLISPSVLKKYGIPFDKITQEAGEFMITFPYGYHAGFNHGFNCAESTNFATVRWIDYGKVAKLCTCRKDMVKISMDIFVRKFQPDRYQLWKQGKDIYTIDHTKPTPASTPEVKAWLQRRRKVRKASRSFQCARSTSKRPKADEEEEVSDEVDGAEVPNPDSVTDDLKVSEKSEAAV
AHR act: activators of human aryl hydrocarbon receptor; P35869; AHR-responsive luciferase reporter cells, luminescence; activation, % at 5 µM; hit rate 2.5% among 320,000; in the data active means activation above about 47%;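 further: 0% = vehicle wells and 100% = reference agonist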
MEP2-GFP yeast: alters MEP2-GFP fluorescence in TOR pathway yeast screen. S. cerevisiae MEP2-GFP strain, flow cytometry GFP, 3 h; 100% = DMSO control level. GFP response vs DMSO, % at 10 µM. hit rate 0.51% among 330,000. AID 2016;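 active means GFP response versus DMSO above a set limit, roughly screen mean plus 3 SD, cut at about 180% in these data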;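 further: median GFP fluorescence of the barcode-gated MEP2-GFP cells per well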
LAP4-GFP MLPCN: alters LAP4-GFP fluorescence in TOR pathway yeast screen; hit rate 0.34% among 320,000; AID 2023; GFP response vs DMSO, % at 10 µM; S. cerevisiae LAP4-GFP multiplex, flow cytometry GFP, 3 h; median GFP as percent of DMSO wells;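 active means GFP response vs DMSO above a set limit, about the screen mean plus 3 SD, cut at about 150% in these data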
procasp7 counter: activates human procaspase-7, counter-screen for procaspase-3 activators; AID 463210; recombinant procaspase-7, Ac-DEVD-pNA absorbance 405 nm; D23A/D198A/D206A triple mutant, cannot self-cleave; scale: DMSO 0, 5 µM enzyme 100; P55210; hit rate 0.093% among 330,000; activation, % at 8.5 µM;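 active means percent activation above the screen-wide mean plus 3 SD, cut at about 25% in these data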
Target sequence (P55210 whole entry D23A/D198A/D206A): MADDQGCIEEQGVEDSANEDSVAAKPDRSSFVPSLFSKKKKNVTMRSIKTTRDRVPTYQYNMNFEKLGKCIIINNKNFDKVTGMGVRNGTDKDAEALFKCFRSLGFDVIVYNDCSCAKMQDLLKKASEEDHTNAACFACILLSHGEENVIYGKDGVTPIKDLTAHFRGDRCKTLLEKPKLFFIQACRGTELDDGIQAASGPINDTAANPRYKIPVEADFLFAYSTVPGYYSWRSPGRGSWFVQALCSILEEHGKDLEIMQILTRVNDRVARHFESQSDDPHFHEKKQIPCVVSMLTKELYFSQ
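Assay system – Uncleavable procaspase-7 mutant enzyme · Quantity – 2 µM procaspase-7 mutant as dispensed · Times – 1 h preincubation, 2 h reaction · Dosing – single nominal 8.5 µM compound dose, 0.8% DMSO final · Buffer or medium – Zinc-free 50 mM HEPES buffer, pH 7.4, with NaCl and Triton X-100 · Detection – Epi-absorbance of released pNA at 405 nm, two timepoints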
RPL19A-GFP yeast: yeast TOR pathway RPL19A-GFP modulation; AID 2025; hit rate 0.3% among 330,000; S. cerevisiae RPL19A-GFP strain, flow cytometry, 3 h; hits give low values; percent response vs DMSO, % at 10 µM;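 active means percent response vs DMSO below 50%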;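 further: median channel GFP fluorescence of the barcoded RPL19A-GFP strain; ratio of sample median GFP to plate DMSO average so 100% = DMSO; lower means less RPL19A-GFP as with rapamycin TOR inhibition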
Active calls of the source: *; x = not tested or not shown; & = joins results of further samples; [ ] = dose if it differs, or a comment.

SMILES	Yeast superoxide	proCasp3 act	GASC-1 inh	AHR act	MEP2-GFP yeast	LAP4-GFP MLPCN	procasp7 counter	RPL19A-GFP yeast
O=C(Nc1ccnc(-c2ccncc2)n1)c1ccc(Cl)cc1	107	-2	-4	13	106	97	-3	103
COc1ccccc1N1CCN(CC(O)COc2ccc3c(c2)CCC3)CC1 (stereo not given)	122	-2	17	-1	92	90	1	99
Cc1ccc(S(=O)(=O)c2nc(S(C)(=O)=O)sc2N2CCC(C)CC2)cc1	122	7	-8	0	109	104	9	102
CCCN(Cc1cc2cc(C)ccc2[nH]c1=O)S(C)(=O)=O	100	3	2	26	91	x	6	88
O=C(CCc1c[nH]c2ccccc12)N1CCN(c2ccc(F)cc2)CC1	89	-2	-13	6	105	99	1	100
Cc1ccc(-n2nc3ccc(N)cc3n2)cc1C	110	-5	5	46	111	91	-14	109
O=C(c1ccco1)N1CCCC(c2nc3c(nnn3Cc3c(Cl)cccc3Cl)c(=O)[nH]2)C1 (stereo not given)	100	5	1	2	86	83	0	87
O=S(=O)(c1ccc(F)cc1)N1CCC(N2CCCCCC2)CC1	81	11	-2	4	104	95	-2	94
C=C(C)C(=O)Nc1cccc(C2=NOC3(C2)C[C@@H](C(N)=O)N(C(=O)c2cc([N+](=O)[O-])cc([N+](=O)[O-])c2C)C3)c1 (stereo not given in full)	121	-7	13	-1	92	127	-11	89
CCCC(c1c(C)n(C)n(-c2ccccc2)c1=O)c1c(C)n(C)n(-c2ccccc2)c1=O	100	-2	7	2	97	97	-4	99
COc1ccc(CNc2nc3ccccc3n2CCN2CCCCC2)c(OC)c1	109	6	2	1	105	83	-3	98
CCCCCCCCCC(=O)N1CCN(c2cc3c(cc2F)c(=O)c(C(=O)O)cn3CC)CC1	107	3	-2	-1	90	89	-9	107
Cc1ccc(Sc2ncnc(N)c2[N+](=O)[O-])cc1	94	-11	7	4	93	85	0	101
Cc1noc(C)c1COC(=O)/C=C/c1ccc(Cl)cc1	84	8	9	0	102	93	4	106
CCCNC(=O)c1ccc(CNc2c(N3CCC(C(=O)OCC)CC3)c(=O)c2=O)cc1	97	-3	-10	0	101	98	-2	98
CCN(C(=O)COc1ccc(F)cc1Br)c1c(N)n(Cc2ccccc2)c(=O)[nH]c1=O	76	5	7	1	100	103	3	99
Cc1ccc(CNC(=O)C2CC3Cn4c(nc5cc(Cl)c(Cl)cc54)C3N2C)o1 (stereo not given)	84	1	-3	2	102	93	-3	96
CN1CCN(c2ccc(-c3ccnn3C(=O)Nc3cccc(C(F)(F)F)c3)cc2)CC1	78	6	2	12	93	95	-9	102
O=C1OCCC1Sc1nnc(-c2ccc3c(c2)OCO3)o1 (stereo not given)	109	-1	-4	2	92	109	4	100
CC(NC(=O)CN(C)Cc1cccc(F)c1)c1ccccc1 (stereo not given)	106	-5	3	-1	103	97	-2	105
COc1cc(C2Nc3ccccc3C(=O)N2NS(C)(=O)=O)c([N+](=O)[O-])cc1OC (stereo not given)	105	-6	6	0	109	114	-1	110
CNc1oc(-c2ccc(Cl)cc2)nc1C#N	111	-3	-5	1	104	98	2	93
O=C(CSC(=S)N1CCOCC1)Nc1ccc(S(=O)(=O)Nc2ncccn2)cc1	96	2	7	0	99	96	1	98
COc1ccc(N=C2SC(CC(=O)Nc3cccc(Cl)c3)C(=O)N2Cc2ccco2)cc1 (stereo not given)	101	-1	-5	-1	101	95	-5	108
O=S(=O)(c1ccccc1)N1CCN(c2nc(-c3cccs3)nc3ccccc23)CC1	94	5	-4	7	100	100	11	99

The results go on:
SMILES	Yeast superoxide	proCasp3 act	GASC-1 inh	AHR act	MEP2-GFP yeast	LAP4-GFP MLPCN	procasp7 counter	RPL19A-GFP yeast
O=C(NCc1cccs1)Nc1cccc(Cl)c1	91	0	1	5	100	102	-2	94
O=C(NC1=NCCS1)NC12CC3CC(CC(C3)C1)C2	114	5	-6	-1	102	104	4	101
COc1ccc(-c2csc(NC(=S)NC(=O)/C=C/c3ccc(C(C)C)cc3)n2)cc1OC	103	-3	-25	10	106	97	-3	102
Cc1cc(C(=O)CSc2nnnn2C)c(C)n1C1CC1	103	5	-19	-1	101	97	5	89
COc1ccc(CC(=O)N(Cc2ccccc2)c2ccc(C)cc2)cc1S(=O)(=O)N1CCOCC1	89	4	0	2	96	106	2	101
Cn1cccc1C(=O)NC(=O)COC(=O)c1cc([N+](=O)[O-])ccc1Cl	100	12	-28	1	111	106	1	91
Cc1ccc(NC(=O)CC2=NC(=O)C(CC(=O)Nc3ccccc3F)S2)cc1 (stereo not given)	101	-5	-8	26	107	104	-5	100
CCc1ccc(C(=O)NNC(=O)OC)cc1	109	-9	-8	-1	91	94	6	93
Nc1c(C(=O)NCc2ccccc2)nnn1Cc1cccc(Cl)c1	95	4	5	5	103	110	12	102
O=C(CC(=O)c1ccccc1)Nc1cc([N+](=O)[O-])ccc1Cl	101	-4	7	28	108	87	3	101
O=c1oc(-c2ccccc2)nc2sc3c(c12)CCC3	146	0	-8	6	104	88	6	98
Cc1c(C)c2ccc(OCC(=O)N[C@@H](Cc3c[nH]c4ccccc34)C(=O)O)cc2oc1=O	95	-2	-4	5	100	100	-5	99
C=CCOc1cccc(C2C(C(=O)c3ccco3)=C(O)C(=O)N2Cc2ccncc2)c1 (stereo not given)	105	1	-7&-4	1	96	106	-12	99
Cc1cc[n+]2n1CC(O)C2 (stereo not given)	87	12	-1	1	99	111	3	106
CCN1CCN(C(=O)CCNC(=O)Cn2cnc3ccccc3c2=O)CC1	97	-2	7	-1	96	93	7	100
CCOc1ccc(C2C(C(=O)Nc3cc(C)on3)c3ccccc3C(=O)N2CCN2CCOCC2)cc1 (stereo not given)	104	-4	2	3	103	98	-2	101
COc1cccc(C(O)c2nc3ccccc3n2C(C)C)c1 (stereo not given)	81	13	-1	0	99	94	-3	98
COc1ccccc1-n1c(SCC(=O)NCc2ccc3c(c2)OCO3)nc2cc([N+](=O)[O-])ccc21	101	-14	5	15	115	114	-20	111
COc1ccc([N+](=O)[O-])cc1NC(=O)CCN1CCN(C)CC1	98	-8	-14	4	104	101	2	98
O=C(CC1c2ccccc2Oc2ccccc21)Nc1ccccc1C(F)(F)F	95	-4	10	3	106	99	8	105
CCN(CC)S(=O)(=O)c1cc(NC(=O)c2ccc(-n3cncn3)c([N+](=O)[O-])c2)ccc1C	120	-2	-6	1	106	80	0	115
Cc1onc(-c2ccccc2)c1C(=O)NNC(=O)c1ccccc1O	97	-2	16	78*	103	107	1	102
COc1cc(C)c(C(=O)Oc2cc(C)c(C(=O)O)c(O)c2C)c(OC)c1C	104	3	25	1	105	108	-7	104
CCOCCCNC(=O)c1c[nH]c2cc(OC)ccc2c1=O	82	8	-26	11	99	103	1	108
O=C1S/C(=C\c2ccc(N3CCOCC3)o2)C(=O)N1c1ccccc1	94	-15	-12	-3	114	133	-3	95

In the list so far, 6 have an NH in an aromatic ring.
SMILES	Yeast superoxide	proCasp3 act	GASC-1 inh	AHR act	MEP2-GFP yeast	LAP4-GFP MLPCN	procasp7 counter	RPL19A-GFP yeast
CCCN(Cc1cc2cc(C)ccc2[nH]c1=O)S(C)(=O)=O	100	3	2	26	91	x	6	88
O=C(CCc1c[nH]c2ccccc12)N1CCN(c2ccc(F)cc2)CC1	89	-2	-13	6	105	99	1	100
O=C(c1ccco1)N1CCCC(c2nc3c(nnn3Cc3c(Cl)cccc3Cl)c(=O)[nH]2)C1 (stereo not given)	100	5	1	2	86	83	0	87
CCN(C(=O)COc1ccc(F)cc1Br)c1c(N)n(Cc2ccccc2)c(=O)[nH]c1=O	76	5	7	1	100	103	3	99
Cc1c(C)c2ccc(OCC(=O)N[C@@H](Cc3c[nH]c4ccccc34)C(=O)O)cc2oc1=O	95	-2	-4	5	100	100	-5	99
CCOCCCNC(=O)c1c[nH]c2cc(OC)ccc2c1=O	82	8	-26	11	99	103	1	108

(next part)
SMILES	Yeast superoxide	proCasp3 act	GASC-1 inh	AHR act	MEP2-GFP yeast	LAP4-GFP MLPCN	procasp7 counter	RPL19A-GFP yeast
COC(=O)c1ccccc1NC(=O)CSc1ccccn1	113	3	8	0	103	106	3	98
COc1ccc(NC(=O)CSCC(=O)Nc2ccc(C)c(S(=O)(=O)N3CCCCCC3)c2)cc1	91	1	4	-6	99	123	-7	102
CCOc1cc(N2CCOCC2)c(OCC)cc1NC(=O)c1c(-c2ccccc2Cl)noc1C	94	7	-5	3	97	111	4	99
Cc1ccc(C)c(N2CCN(C(=O)c3ccc(CS(=O)Cc4ccc(Cl)cc4)o3)CC2)c1 (stereo not given)	112	3	-3	3	99	114	-8	97
CCC(CC)C(=O)Nc1cccc(-c2nc3ccccc3o2)c1	102	0	0	-2	96	95	-2	100
COc1ccc(C(=O)NN(C)c2nc(-c3ccccc3)cc(C)c2S(C)(=O)=O)cc1	82	7	-1	10	287*[may fluoresce violet]	97[may fluoresce violet]	2	x
Cn1c2[n+](c3ccc(Cl)cc3c1=O)Cc1ccccc1-2	90	6	6	12	102	99	8	102
Cc1ccccc1CNS(=O)(=O)c1csc(C(N)=O)c1	91	7	14	0	99	94	5	101
Cc1ccc(C(=O)NC(=S)Nc2ccc3[nH]c(=O)[nH]c3c2)cc1C	100	-6	4	5	125	107	5	107
Cc1ccc(S(=O)(=O)N2CCC(C(=O)N3CCC[C@H]3C(=O)NCc3ccco3)CC2)cc1	109	-1	0	-1	98	100	-14	97
NC(=O)C(c1ccccc1)c1ccc(C(=O)c2ccccc2)cc1 (stereo not given)	112	1	0	3	106	94	-4	105
C/C(=N\NC(=S)NCc1ccccc1)c1ccc(Cl)cc1	94	7	-12	14	103	100	6	103
Cc1ccc(CSc2ncnc3ccccc23)cc1	103	-3	-13	8	101	111	0	95
COc1cc(/C=C2/SC(=O)NC2=O)ccc1OCc1ccccc1	103	-6	3	3	113	108	10	108
O=C(NCC(c1ccco1)N1CCc2ccccc2C1)c1ccc(F)cc1 (stereo not given)	100	0	-16	19	101	99	8	104
C=CCn1cc(C(=O)NCCCOC)c(=O)c2cc(S(=O)(=O)N3CCC(C)CC3)ccc21	99	2	12	0	111	107	7	102
Cc1nn(-c2ccccc2)c(N2CCCC2)c1/C=N/NC(=O)c1cc(-c2ccccc2)nc2ccccc12	98	11	-2	7	103	95	-9	104
O=C(Nc1ccc2c(c1)OCO2)C(c1ccc(Cl)cc1)N1CCC2(CC1)OCCO2 (stereo not given)	101	-7	14	11	95	94	-5	95
COc1ccc(NC(=O)CNS(=O)(=O)c2ccccc2)cc1Cl	109	-2	0	-1	95	95	6	97
Cc1csc(N(C(=O)c2ccccc2F)c2ccccc2)n1	106	-1	2	1	99	102	-5	97
O=Cc1cn(-c2ccc(F)cc2)c2ccccc12	111	-2	0	-1	108	101	7	96
O=C(Cc1ccccc1)Nc1ccc(C(=O)O)cc1	88	-1	-8	-3	97	98	-1	97
COCC(=O)Nc1ccc(N(C)C)cc1	99	5	-7	8	99	86	3	95
Cn1cccc1C(=O)OCC(=O)NC(=O)c1ccc(Cl)cc1	119	1	-3	3	107	98	7	89
O=C(Nc1ccccc1C(=O)O)c1ccc(NC(=O)c2ccc(Br)o2)cc1	123	-7	-12	-2	105	103	1	99
CCOC(=O)c1sc(=S)n(CC)c1NC(=O)c1ccccc1C	89	-4	5	-1	99	109	3	102

Compound activity from PubChem.
